Source: PubChem BioAssay
USP1 inh: inhibitors of human USP1/UAF1 deubiquitinase; O94782; recombinant USP1/UAF1, Ub-Rhodamine cleavage fluorescence; Potency, µM (doses to about 57.1 µM), for the others: at the top dose activity change, negative = inhibition, actives largely listed as inhibitors; 390,000 tested, 0.23% active; AID 743255; also: potency is read from the fitted curve at half-maximal effect; % is scaled to controls: 0 for no effect and ±100 for the full control effect; nearly all actives have a fitted effect of over 60% in size; inactives centre near -12
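USP1/UAF1 complex (1 nM) preincubated 15 min at room temperature with compound, then Ub-Rho substrate (150 nM final) added. Kinetic fluorescence at 480/540 nm over 6 reads at 60 s intervals; 50 mM HEPES pH 7.8, 0.5 mM EDTA, 0.1 mg/ml BSA, 1 mM TCEP, 0.01% Tween-20.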
PGK inhibitor: blocks T. brucei phosphoglycerate kinase | PGK/GAPDH coupled, Kinase-Glo luminescence, 60 min | Potency, µM (top dose mostly 57.5 µM), for the others: at the highest dose activity change, negative = inhibition, hits mostly inhibitors | 380,000 tested, 0.043% active; also: potency is read from the fitted curve at half-maximal effect; % is scaled to controls: 0 for no effect and ±100 for the full control effect; nearly all actives have a fitted effect of over 60% in size
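Luminescent ATP detection (Kinase-Glo Plus) follows a 60-minute room-temperature incubation, with wells lacking PGK as controls. Buffer: 100 mM TEA (pH 7.6), 5 mM MgCl2, 0.01% Tween-20. Coupling enzyme GAPDH (100 nM final) supplies unstable 1,3-BPG in-well.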
HP1b binding inh: inhibitors of HP1-beta chromodomain binding to methylated histone tails. Potency, µM (doses to about 114 µM), for the others: at the top dose activity change, negative = inhibition, most hits filed as inhibitors. AID 540317. 390,000 tested, 0.56% active. P83916. AlphaScreen HP1-beta / biotin-H3K9me3 peptide binding; also: potency is read from the fitted curve at half-maximal effect; nearly all actives have a fitted effect of over 70% in size; inactives centre near 23
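AlphaScreen: HP1-beta (50 nM) preformed 30 min with biotin-H3(1-18)K9me3 peptide (50 nM) in PBS pH 7.4, 0.01% Tween-20. Compound added for 30 min at RT, then streptavidin donor/nickel chelate acceptor beads (10 ug/mL) for 30 min.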
Pin1 inh: blocks the human prolyl isomerase Pin1; Pin1 FP peptide displacement, HiFluor488, 10 min; Potency, µM (titrated, usually from 115 µM), inactives show at the top dose activity, negative = inhibition, most hits filed as inhibitors; 390,000 tested, 0.009% active; active = well fitted inhibition curve with a large enough effect in the polarisation, with a control signal flat, not every such curve was filed as active; inconclusive = small, poorly fitted or top-dose-only effect, or effect the other way, or a change in a side signal; inactive = no such curve, though single readings can be large or run the other way; the % refers to the polarisation; also: potency is read from the fitted curve at half-maximal effect; % is scaled to controls: 0 for no effect and ±100 for the full control effect
PI4K2A block: PI4K2A (human) kinase inhibition. purified PI4K2A, ADP-Glo luminescence, 1 h; active compounds read low. activity change, negative = inhibition, % at 76.9 µM. 420,000 tested, 0.13% active. Q9BTU6; in the data active = activity change below about -50%; inconclusive = mostly about -30% to -49%;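 also: -100% = wells without enzyme as full effect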
Target sequence (Q9BTU6 whole entry, looked up): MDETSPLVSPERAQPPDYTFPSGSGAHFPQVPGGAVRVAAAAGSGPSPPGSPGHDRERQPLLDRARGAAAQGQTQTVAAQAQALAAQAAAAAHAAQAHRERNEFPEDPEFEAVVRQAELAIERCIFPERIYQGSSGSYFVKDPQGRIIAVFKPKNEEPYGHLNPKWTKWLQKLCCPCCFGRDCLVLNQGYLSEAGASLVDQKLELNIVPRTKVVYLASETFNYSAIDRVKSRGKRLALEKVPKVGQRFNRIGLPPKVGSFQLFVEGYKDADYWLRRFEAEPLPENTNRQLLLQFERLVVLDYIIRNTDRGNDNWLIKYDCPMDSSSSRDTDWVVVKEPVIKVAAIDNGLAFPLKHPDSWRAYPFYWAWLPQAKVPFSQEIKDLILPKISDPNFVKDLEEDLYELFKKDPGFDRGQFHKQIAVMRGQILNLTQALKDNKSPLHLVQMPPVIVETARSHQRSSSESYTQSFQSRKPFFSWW
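ADP-Glo luminescence measured ADP generated by PI4K2A enzyme (4 ug/mL before mixing) with 1.2 mM PI substrate (pre-mix) and 300 microM ATP (pre-mix). Tris pH7.5 buffer with MgCl2, Triton X-100; 1 h reaction at ambient temperature.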
TrxR1 substrate: rat thioredoxin reductase 1 substrate activity | 390,000 tested, 0.01% active | Potency, µM (highest dose often 114 µM), without a hit: at the top dose activity change, negative = substrate turnover | purified TrxR1 substrate turnover, NADPH consumption readout | O89049; also: potency is read from the fitted curve at half-maximal effect; % is scaled to controls: 0 for no effect and ±100 for the full control effect; nearly all actives have a fitted effect of over 50% in size
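Rat TrxR1, dispensed at 90 nM, was prereduced with 400 uM NADPH (final) for 5 min at ~22 deg C, then incubated with compound 15 min before 400 uM selenite. A first-read NADPH fluorescence drop versus no-compound background flagged substrates.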
mIDH1 inhibitor: human IDH1 R132H inhibition; O75874; IDH1-R132H enzyme, NADPH consumption, diaphorase/resazurin fluorescence; Potency, µM (doses to about 76.6 µM), for inactives: top-dose activity change, negative = inhibition, usual class: inhibitors; 390,000 tested, 0.093% active; AID 602179; also: potency is read from the fitted curve at half-maximal effect; % is scaled to controls: 0 for no effect and ±100 for the full control effect; nearly all actives have a fitted effect of over 65% in size
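IDH1-R132H (0.5 ug/mL dispensed) in pH 7.5 Tris buffer was preincubated 30 min with compound, then given a substrate mix of 0.016 mM NADPH and 2 mM alpha-KG for 80 min at room temperature; remaining NADPH was read by diaphorase/resazurin fluorescence.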
GLS inh: glutaminase GLS (human) inhibition; 410,000 tested, 0.21% active; AID 624170; Potency, µM (highest dose often 45.5 µM), inactives show top-dose activity change, negative = inhibition, hits mostly inhibitors; GLS enzymatic activity, qHTS titration; also: potency is read from the fitted curve at half-maximal effect; % is scaled to controls: 0 for no effect and ±100 for the full control effect
Target sequence (O94925 whole entry, looked up): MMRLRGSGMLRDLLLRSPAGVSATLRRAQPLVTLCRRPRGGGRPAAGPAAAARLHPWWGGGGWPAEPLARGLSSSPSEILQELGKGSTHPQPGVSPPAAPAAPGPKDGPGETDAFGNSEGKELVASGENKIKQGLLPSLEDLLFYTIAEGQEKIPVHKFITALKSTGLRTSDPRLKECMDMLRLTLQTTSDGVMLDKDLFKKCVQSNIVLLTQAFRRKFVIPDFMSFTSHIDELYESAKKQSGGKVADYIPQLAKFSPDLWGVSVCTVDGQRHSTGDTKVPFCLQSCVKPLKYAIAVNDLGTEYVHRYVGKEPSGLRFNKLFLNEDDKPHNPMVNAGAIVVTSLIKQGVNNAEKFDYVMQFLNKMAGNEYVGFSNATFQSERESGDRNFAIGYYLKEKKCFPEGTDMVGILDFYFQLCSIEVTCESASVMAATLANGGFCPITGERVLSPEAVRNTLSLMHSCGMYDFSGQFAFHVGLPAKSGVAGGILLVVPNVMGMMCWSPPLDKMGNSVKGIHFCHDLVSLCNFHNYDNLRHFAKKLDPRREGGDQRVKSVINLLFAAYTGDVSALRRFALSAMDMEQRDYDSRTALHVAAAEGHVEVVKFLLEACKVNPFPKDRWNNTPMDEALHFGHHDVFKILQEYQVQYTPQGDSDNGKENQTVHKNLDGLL
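Compounds were pin-transferred onto hKGA, after which L-glutamine (1 mM solution) and a detection mix of glutamate oxidase, HRP and Amplex Red were added. Initial and 30 min RT fluorescence reads were collected.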
TrxR1 inh: inhibitors of rat thioredoxin reductase 1; O89049; recombinant rTrxR1, NADPH fluorescence consumption, selenite substrate; Potency, µM (highest dose often 114 µM), inactives show at the top dose activity change, negative = inhibition, usual class: inhibitors; 390,000 tested, 1% active; AID 588453; also: potency is read from the fitted curve at half-maximal effect; % is scaled to controls: 0 for no effect and ±100 for the full control effect; nearly all actives have a fitted effect of over 65% in size
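Rat TrxR1 (90 nM in the dispensed reagent) was pre-reduced with 400 uM NADPH for 5 min at room temperature, then incubated with compound for 15 min. After 400 uM selenite was added, NADPH fluorescence (Ex 340/Em 450 nm) was followed for 8 min.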
Starred values were filed as active, the others as inactive; i = inactive; ? = inconclusive; . = no result given; & = joins results of further samples; [ ] = dose if it differs, or a comment. Unless noted, calls follow the shape of the dose curve; as a rule, active = well fitted curve in the direction sought with a large enough effect; inconclusive = small, poorly fitted or top-dose-only effect, or another doubt; inactive = no such curve, though single readings can be large; an effect the other way counts as inactive or inconclusive. A portion of the library (hit frequency here may not be typical).

SMILES	USP1 inh	PGK inhibitor	HP1b binding inh	Pin1 inh	PI4K2A block	TrxR1 substrate	mIDH1 inhibitor	GLS inh	TrxR1 inh
CCN(CC(=O)Nc1cccc(S(=O)(=O)N(C)c2ccccc2)c1)Cc1cccs1	-12%	0%	21%	24%	1	-11%	5%	18%	-5%
COc1ccc(Cn2c(=O)oc3ccccc32)cc1	0%	4%	.	.	1	.	10%	3%	.
CCc1cccc(C)c1NC(=O)C(c1ccc(O)cc1)N1CCC1=O (centres undefined)	-5%	-7%	24%	-8%	-13	0%	1%	-2%	-22%
Cc1ccc2ncc(C(=O)c3ccc(C)c(C)c3)c(S(=O)(=O)c3ccc(F)cc3)c2c1	-26%	-1%	5%	30%[activator]	2	1%	-8%	3%	-13%
CC1CCCN(C(=O)Cn2c(=O)oc3ccccc32)C1 (centres undefined)	-3%	-7%	38%	-4%	-4	0%	7%	-9%	-5%
Cc1cc(C)n(-c2cc(N3CCN(C(=O)c4ccc(C(C)(C)C)cc4)CC3)ccc2[N+](=O)[O-])n1	-27%	1%	?	4%	-2	-11%	0%	1%	-10%
COc1cccc(C2CC(c3ccccc3OC)n3ncnc3N2)c1 (centres undefined)	1%	-6%	37%	0%	-2	8%	8%	1%	21%
COc1cc([C@@H]2CC=C(C(=O)O)[C@H](c3ccccc3F)N2S(=O)(=O)c2ccc(C)cc2)cc(OC)c1OC	-23%	-6%	48%[activator]	-2%	3	2%	1%[38.3 µM]	-1%	3%
CC(=O)c1ccc(OCCCC(=O)Nc2ccc(C)c(S(=O)(=O)N3CCOCC3)c2)cc1	-3%	5%	11%	2%	-3	-9%	6%	9%	-6%
COC(=O)CCC(=O)NC1CC(C)(C)Cc2c1cnn2-c1ccc(F)cc1 (centres undefined)	-20%	-8%	35%	-4%	-3	3%	-9%	-4%	22%
Cn1c(N2CCCCC2)nc2c1c(=O)[nH]c(=O)n2C	-4%	-3%	25%	-4%	-6	3%[57.1 µM]	3%	-9%	10%
CCOc1ccc(NC(=O)Nc2ccc(Cc3ccncc3)cc2)cc1	-18%	-3%	32%	-4%	6	4%	0%	-10%	13%
Cn1c(NCC2CCCO2)nc2c1c(=O)n(Cc1ccccc1)c(=O)n2C (centres undefined)	-5%	4%	17%	-8%	-11	1%	-3%	?	5%
CC(C)NC(=O)c1cccc(C(F)(F)F)c1	3%	-7%	22%	-3%	-4	2%	1%	-2%	17%
COCc1ccc(C(=O)N2CCCC(N(C)CCc3ccccc3)C2)s1 (centres undefined)	-9%	1%	.	.	-2	.	-3%	-7%	.
Cc1cccc(-n2c(O)c(C=Nc3ccccc3)c3ccccc3c2=O)n1	-24%	i	?	1%	1	-1%[57.1 µM]	-3%	-12%	17%[57.1 µM]
COc1cc(C(=O)N2Cc3cc4ccccc4nc3C2C)cc(OC)c1OC (centres undefined)	-16%	-9%	.	.	-3	.	13%	-2%	.
Cc1c(C(=O)O)oc2ccc(S(=O)(=O)NCc3ccc(F)cc3)cc12	-14%	2%	8%	0%	1	7%	4%	2%	22%
COc1ccc(CN2CCN(CC3CC3)CC2CCO)cc1C (centres undefined)	-19%	i	42%	?	2	9%	5%	2%	27%
O=c1c2ccccc2nc2n1CCc1c-2[nH]c2ccccc12	-30%	-6%	63%[activator]	-6%	-2&-5	63%[activator][57.1 µM]	-3%	-3%	14%[57.1 µM]
Cc1ncc2c(c1OC(=O)c1ccccc1)COC(C)(C)OC2	-21%	-11%	29%	-8%	0	3%	10%	-1%	5%
O=C(Nc1cccnc1)Nc1cccc(F)c1	-7%	-2%	50%[activator]	2%	0	8%	11%	-7%	12%
CCOc1ccc(-n2cc(-c3ccccc3)c3c(=S)nc[nH]c32)cc1	-23%	-12%	-5%	5%	-4	0%	3%	3%	-12%
CN(CC(=O)Nc1ccc(Cl)cc1)CC(=O)Nc1sc2c(c1C(N)=O)CCC2	-22%	1%	.	.	-3	.	-3%	0%	.
COc1ccc(C(=O)N2CCC(C(=O)Nc3ccc(Cl)cc3)CC2)cc1	-6%	3%	20%	2%	-1	-7%	8%	3%	-4%
New compounds follow:
SMILES	USP1 inh	PGK inhibitor	HP1b binding inh	Pin1 inh	PI4K2A block	TrxR1 substrate	mIDH1 inhibitor	GLS inh	TrxR1 inh
COc1ccc(NC2=NCC(Cc3ccc(Br)cc3)S2)cc1 (centres undefined)	-22%	1%	-4%	-11%	-1	-7%	-1%	9%	5%
CCCn1c(N)c(C(=O)CSc2nc(C)cs2)c(=O)n(C)c1=O	-4%	1%	27%	-2%	-7	-8%	-7%	8%	-12%
O=C(c1ccc(F)cc1)c1cccc(C(=O)c2ccc(F)cc2)n1	-9%	-2%	35%	-7%	-2	-5%	2%	0%	-2%
O=C(NCc1ccccn1)C1CCN(S(=O)(=O)c2ccccc2)CC1	-14%	i	24%	0%	-11	2%	2%	0%	2%
CCc1ccc(N(CC(=O)NCc2ccc3c(c2)OCO3)C(=O)c2csnn2)cc1	-16%	-1%	?	2%	-1	0%[57.1 µM]	8%	-6%	9%[57.1 µM]
O=C(C1CC2CCC1C2)N1CCN(Cc2ccc3c(c2)OCO3)CC1 (centres undefined)	10%	13%	13%	-1%	1	-9%	-2%	-9%	-15%
CC(=O)Nc1ccc(NC(=O)C2CC(=O)N(c3ccccc3Cl)C2)cc1 (centres undefined)	-17%	-4%	38%	-6%	-3	-2%	-12%	16%	5%
CSc1ccc(CCNC(=O)c2cc3c(-c4ccccc4F)nn(C)c3s2)cc1	?	-3%	9%	2%	-4	4%	-9%	-8%	28%
c1ccc2c(c1)oc1c(NCCCn3ccnc3)ncnc12	-18%	-1%	27%	3%	5	0%	7%	-9%	16%[0.457 µM]
COc1cc(C(c2sc3nc(C)nn3c2O)N2CC(C)CC(C)C2)cc(OC)c1OC (centres undefined)	-9%	3%	35%[activator]	-6%	1	1%[57.1 µM]	-6%	1%	18%[57.1 µM]
C=CCN(C(=O)CSc1nc2[nH]ncc2c(=O)n1-c1ccccc1OC)c1ccccc1	3%	-1%	9%	-4%	1	3%	1%	8%	21%
O=Nc1c2cc3ccccc3[nH]c-2c2ccccc12	-21%	-8%	24%	21%	1	-9%	6%	82%[activator]	-16%
COc1ccc(/C=N/NC(=O)c2sccc2OCc2ccc(F)cc2)cc1OC	-17%	-8%	25%	?	5	14%	-9%	1%	14%
COc1cccc(CSc2nc3n(n2)C(c2ccc(C(=O)O)cc2)C(C(=O)Nc2ccccc2)=C(C)N3)c1 (centres undefined)	3%	-15%	25%	-9%	1	-9%[57.1 µM]	-5%	18%	-7%[57.1 µM]
CC(CN1CCN(Cc2ccccc2)CC1)c1ccccc1 (centres undefined)	2%	8%	-8%	-11%	2	-8%	-2%	4%	0%
C=CCNc1nc(Nc2ccc([N+](=O)[O-])cc2)nc(N2CCCC2)n1	-16%	i	14%	17%	0	-22%[57.1 µM]	6%	-8%	17%[57.1 µM]
Cc1cnc([N+](=O)[O-])n1CCOC(=O)NC(=O)c1ccc(F)cc1	-5%	5%	28%	0%	6	2%	5%	6%	7%[57.1 µM]
O=C(Nc1ccc(F)c(Cl)c1)C1CCCN(C2=NS(=O)(=O)c3ccccc32)C1 (centres undefined)	-13%	i	18%	-1%	1	4%	2%	-8%	33%
COC(=O)c1sc(NC(=O)C(C)c2ccccc2)nc1C (centres undefined)	-4%	-2%	9%	-2%	5	-4%	6%	1%	0%
CN1CCC(OC(=O)c2ccc(Cl)cc2Cl)CC1	-26%	.	55%[activator]	?	1	1%	-7%	-3%	22%
COc1ccc(/C=C/C(=O)NC(=S)N2CCOCC2)cc1	-26%	-11%	48%[activator]	-3%	-3	0%	2%	2%	2%
COc1ccccc1NC(=S)NCCN1CCOCC1	-2%	0%	12%	3%	-4	3%	3%	17%	-6%
CCCC(=O)N(CCN1CCOCC1)c1nc2c(C)cccc2s1	-14%	-4%	25%	-1%	-10	-1%	-8%	3%	23%
CN(C)CCNC(=O)c1nn(C)c2c1CCc1ccccc1-2	-23%	-2%	21%	-5%	-7	9%	-8%	-6%	30%
Cc1ccc(Cn2cc(S(=O)(=O)c3ccc(C)cc3)c(=O)c3cc(F)c(N4CCCC4)cc32)cc1	-22%	2%	43%[activator]	6%	-2	51%[activator]	-9%	-3%	47%[activator]

One compound at a time (already shown). Values in the order: USP1 inh | PGK inhibitor | HP1b binding inh | Pin1 inh | PI4K2A block | TrxR1 substrate | mIDH1 inhibitor | GLS inh | TrxR1 inh
Shown for COc1cc(C(c2sc3nc(C)nn3c2O)N2CC(C)CC(C)C2)cc(OC)c1OC (centres undefined) : -9% | 3% | 35%[activator] | -6% | 1 | 1%[57.1 µM] | -6% | 1% | 18%[57.1 µM]
Shown for COC(=O)c1sc(NC(=O)C(C)c2ccccc2)nc1C (centres undefined) : -4% | -2% | 9% | -2% | 5 | -4% | 6% | 1% | 0%
Shown for COc1ccccc1NC(=S)NCCN1CCOCC1 : -2% | 0% | 12% | 3% | -4 | 3% | 3% | 17% | -6%
Shown for c1ccc2c(c1)oc1c(NCCCn3ccnc3)ncnc12 : -18% | -1% | 27% | 3% | 5 | 0% | 7% | -9% | 16%[0.457 µM]
Shown for O=C(C1CC2CCC1C2)N1CCN(Cc2ccc3c(c2)OCO3)CC1 (centres undefined) : 10% | 13% | 13% | -1% | 1 | -9% | -2% | -9% | -15%
